From PubChem
Mito fusion yeast: mitochondrial division inhibition or fusion activation; S. cerevisiae fusion-defective mutant growth rescue, CellTiterGlo 48 h; Potency, µM (doses to about 46.1 µM), without a hit: at the top dose growth rescue (activation), hits mostly activators; 320,000 tested, 0.23% active;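 further: potency means the concentration at half of the fitted maximal effect; % of control where 0% means no effect; nearly all actives have a fitted effect of over 45% in size; temperature-sensitive fusion mutants such as fzo1-1 at 37 °C on non-fermentable ethanol glycerol medium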
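Luminescent cell viability in 1536-well qHTS format served as the measure of rescued growth in ts fusion-mutant S. cerevisiae cultured on non-fermentable YPEG for 48 hours at 37C.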
Menin-MLL TR inh: menin-MLL binding inhibition, Texas Red mutant peptide | Potency, µM (series often up to 61.6 µM), for inactives: top-dose FP activity change, negative = inhibition, usual class: inhibitors | Menin + Texas Red MLL mutant peptide, fluorescence polarization | AID 1768 | 270,000 tested, 0.23% active; active means well fitted inhibition curve with a large enough effect in the polarisation, with a control signal flat, not every such curve was filed as active; inconclusive means small, poorly fitted or top-dose-only effect, or effect the other way, or a change in a side signal; inactive means no such curve, though single readings can be large or run the other way; the % refers to the polarisation; further: potency means the concentration at half of the fitted maximal effect; % of control where 0% means no effect; many of its hits are not listed in these tables
USP2a block: USP2a (human) protease inhibition. O75604. USP2 core, Ub-CHOP2 coupled fluorogenic reporter, 485/531. Potency, µM (doses to about 38.3 µM), for inactives: top-dose activity change, negative = inhibition, actives largely listed as inhibitors. 330,000 tested, 0.01% active. AID 463254;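 further: potency means the concentration at half of the fitted maximal effect; plate controls were DMSO wells for no effect and full inhibition by NEM control for full effect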
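USP2 core (10nM final) preincubated 30min RT with compound in 20mM Tris-HCl pH 8.0, 2mM CaCl2, 2mM beta-mercaptoethanol, 0.05% CHAPS; 25nM Ub-CHOP2 plus 25nM reporter substrate added, fluorescence (Ex485/Em531) read after 60min.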
hERG WT inh: KCNH2 (human, wildtype) channel inhibition; Q12809; U2OS, BacMam KCNH2, thallium flux FluxOr; hits give low values; activity change, % at 1.84 µM; 340,000 tested, 0.37% active; AID 720551;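 active means maximum activity change below -70%; inconclusive means maximum activity change between -70% and -50%; inactive means maximum activity change above -50%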; further: on the % scale 0 is the no-effect control and ±100 the full control effect
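U2OS cells transduced with wild-type KCNH2 virus are loaded with FluxOr dye for 45 min, and thallium flux is measured in kinetic reads before and after stimulation buffer. Rate constants are normalized to DMSO controls.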
S-ASM inh: human S-ASM enzyme inhibition; placental ASM, HMU-PC fluorogenic substrate, 60 min; Potency, µM (series often up to 57.5 µM), for the others: at the highest dose activity change, negative = inhibition, most hits filed as inhibitors; 340,000 tested, 0.006% active; AID 504937; further: potency means the concentration at half of the fitted maximal effect
Target sequence (P17405 47-631 limits assumed): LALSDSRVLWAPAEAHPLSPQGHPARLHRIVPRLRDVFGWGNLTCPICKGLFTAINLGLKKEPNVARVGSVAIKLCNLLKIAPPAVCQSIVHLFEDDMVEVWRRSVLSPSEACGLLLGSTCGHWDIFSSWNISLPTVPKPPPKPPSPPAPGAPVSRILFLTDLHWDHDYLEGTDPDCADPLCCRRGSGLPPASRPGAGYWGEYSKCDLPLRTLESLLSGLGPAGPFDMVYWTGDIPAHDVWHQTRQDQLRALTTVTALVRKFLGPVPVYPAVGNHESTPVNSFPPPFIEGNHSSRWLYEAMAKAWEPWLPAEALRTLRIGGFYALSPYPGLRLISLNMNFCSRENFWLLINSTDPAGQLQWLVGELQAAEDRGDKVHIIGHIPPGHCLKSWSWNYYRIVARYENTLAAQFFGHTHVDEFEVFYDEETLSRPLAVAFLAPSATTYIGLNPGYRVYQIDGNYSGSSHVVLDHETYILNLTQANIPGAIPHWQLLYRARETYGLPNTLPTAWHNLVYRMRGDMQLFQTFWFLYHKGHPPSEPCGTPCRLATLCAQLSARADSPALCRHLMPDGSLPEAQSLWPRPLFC
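HMU-PC0 cleavage (9 uM final) by human placental ASM, 60 min at 37 °C following 10 min compound exposure at RT; stopped at pH 10, fluorescence Ex 386/Em 447 nm.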
TSHR antagonist: antagonists of human thyroid stimulating hormone receptor; P16473; activity change, negative = inhibition, % at 11.5 µM; AID 504810; TSHR-expressing cells, TSH-stimulated cAMP HTRF, 2 h; hits give low values; 330,000 tested, 0.2% active;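 active means activity change below a set negative limit, meaning inhibition stronger than a set level, cut at about -70% in these data; inconclusive means activity change between two set negative limits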; further: on the % scale 0 is the no-effect control and ±100 the full control effect
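TSHR-expressing cells, 200/well, pre-treated with compound, then stimulated with EC80 TSH (4nM final) for 2 hours at 37 deg C. cAMP measured by competitive HTRF: anti-cAMP cryptate antibody in lysis buffer plus cAMP-d2, read after 30 minutes at room temperature.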
Chronic BCR inh: inhibitors of chronic active B-cell receptor signaling | ABC-DLBCL IkBa-CBG/CBR reporter, luminescence ratio, 4 h | Potency, µM (series often up to 46.1 µM), for inactives: top-dose ratio change, negative = lower green/red ratio, most hits filed as inhibitors | 340,000 tested, 0.05% active | AID 493014; active means well fitted inhibition curve with a large enough effect in the signal ratio, with a control signal flat, not every such curve was filed as active; inconclusive means small, poorly fitted or top-dose-only effect, or effect the other way, or a change in a side signal; the % refers to the signal ratio;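 further: potency means the concentration at half of the fitted maximal effect; plate controls were basal doxycycline-induced cells for no effect and cells given 10 µM MG132 for full effect; MG132 reads +100%, hits lower the ratio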
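Cell line TMD8 (human ABC DLBCL), stably expressing tet-inducible CBG68-IkBa fusion and CBR; IMDM/0.5% FBS; cpd up to 46 uM; dox induction, 4 h, 37C/5% CO2; dual luminescence; green/red ratio; MG132 control.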
GALK inh: blocks human galactokinase activity. P51570. Purified GALK, Kinase-Glo residual ATP luminescence. Potency, µM (doses to about 57.5 µM), without a hit: at the highest dose activity change, negative = inhibition, usual class: inhibitors. 270,000 tested, 0.007% active. AID 1868; further: potency means the concentration at half of the fitted maximal effect; on the % scale 0 is the no-effect control and ±100 the full control effect
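Galactose (100 uM) and ATP (35 uM) were turned over by 5 nM GALK for 1 h at RT. Kinase-Glo Plus then converted the remaining ATP into a luminescent signal.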
MBNL1 CUG block: MBNL1-poly(CUG) RNA binding inhibition; TR-FRET MBNL1-His/biotin-(CUG)12 binding, 665/545 ratio; Potency, µM (titrated, usually from 57.5 µM), for the others: top-dose activity change, negative = inhibition, actives largely listed as inhibitors; 280,000 tested, 0.036% active; AID 2675; active means well fitted inhibition curve with a large enough effect in the signal ratio, with a control signal flat, not every such curve was filed as active; inconclusive means small, poorly fitted or top-dose-only effect, or effect the other way, or a change in a side signal; inactive means no such curve, though single readings can be large or run the other way; the % refers to the signal ratio; further: potency means the concentration at half of the fitted maximal effect; on the % scale 0 is the no-effect control and ±100 the full control effect
Target sequence (Q9NR56 whole entry, looked up): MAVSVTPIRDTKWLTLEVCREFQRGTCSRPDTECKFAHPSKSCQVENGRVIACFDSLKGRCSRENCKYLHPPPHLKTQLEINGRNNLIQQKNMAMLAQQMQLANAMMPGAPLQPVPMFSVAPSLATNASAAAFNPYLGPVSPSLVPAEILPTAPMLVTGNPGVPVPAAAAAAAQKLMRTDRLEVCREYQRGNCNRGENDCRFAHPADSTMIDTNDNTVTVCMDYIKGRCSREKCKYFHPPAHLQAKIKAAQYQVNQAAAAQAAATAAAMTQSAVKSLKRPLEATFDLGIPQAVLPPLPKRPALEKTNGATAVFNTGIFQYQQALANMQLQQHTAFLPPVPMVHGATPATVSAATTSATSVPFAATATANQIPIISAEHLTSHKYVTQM
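Compound titration spanned 92 nM–58 uM against the MBNL1-His/biotin-(CUG)12 complex. After 60 min at room temperature with 5 nM streptavidin-XL665 and 0.055 ng/ul terbium anti-His, ratiometric 665/545 nm emission (Ex 340 nm) normalized to controls.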
Eya2 inh: Eya2 (human) phosphatase inhibition; 330,000 tested, 0.006% active; AID 488837; recombinant Eya2, OMFP fluorescence dephosphorylation (OMFP is methylfluorescein phosphate); Potency, µM (top dose mostly 76.9 µM), inactives show at the top dose activity, negative = inhibition, actives largely listed as inhibitors; O00167; further: potency means the concentration at half of the fitted maximal effect; on the % scale 0 is the no-effect control and ±100 the full control effect
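Eya2 protein (added as 0.2 uM solution) was preincubated with compound for 10 min at ambient temperature in 50 mM HEPES pH 7.5, 50 mM NaCl, 5 uM MgCl2, 0.05% BSA, 1 mM DTT. OMFP (added at 50 uM) then reacted 10 min; fluorescence read at 485/525 nm.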
PKM2 activator: activators of human pyruvate kinase M2; P14618; purified PKM2, Kinase-Glo ATP luminescence, activation; response scale: 0% is enzyme alone, no compound; Potency, µM (doses to about 57.5 µM), for the others: at the highest dose activation, most hits filed as activators; 260,000 tested, 0.34% active; AID 1631; further: potency means the concentration at half of the fitted maximal effect; on the % scale 0 is the no-effect control and ±100 the full control effect; nearly all actives have a fitted effect of over 55% in size
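ATP formation by purified human PK-M2, quantified via coupled luciferase luminescence after 1 h at room temperature with 0.1 mM ADP and 0.5 mM PEP final.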
The depositor's hits bear a star; i = inactive; ? = inconclusive; . = not tested or not shown; [ ] = another dose, or the depositor's remark. Unless noted, the call rests on the fitted dose curve; in most records, active means well fitted curve in the direction sought with a large enough effect; inconclusive means small, poorly fitted or top-dose-only effect, or another doubt; inactive means no such curve, though single readings can be large; an effect the other way counts as inactive or inconclusive.

Under each structure: Mito fusion yeast	Menin-MLL TR inh	USP2a block	hERG WT inh	S-ASM inh	TSHR antagonist	Chronic BCR inh	GALK inh	MBNL1 CUG block	Eya2 inh	PKM2 activator
> CCc1cccc(NC(=O)CCNS(=O)(=O)c2ccc3c(c2)oc(=O)n3C)c1
→ 0.3%	.	-2.9%	2.2	1.9%	5.7	-1.4%	-2.8%	-1.9%	1.8%	.
> COc1ccc(CCN2CC(C(=O)N(C)Cc3c(C)n[nH]c3C)CCC2=O)cc1 (stereo unspecified)
→ -0.3%	-20.9%	1.3%	-6.0	1.0%	-1.8	0.1%	.	1.7%	13.9%	?
> COCCN=C1Sc2nc3c(C)cccc3cc2CN1Cc1ccco1
→ 5.2%	4.4%	-5.1%	-16.4	-5.1%	-5.6	9.4%	1.1%	20.5%	-22.4%	?
> Cc1cc(-c2ccco2)n(CC(=O)NCc2ccco2)n1
→ -2.1%	2.8%	-2.8%	2.2	12.1%	5.4	-8.8%	1.0%	9.2%	2.1%	-5.7%
> CCOc1ccc(CN2CCCC(N3CCN(c4ccc(OC)cc4)CC3)C2)cc1 (stereo unspecified)
→ -3.0%	-18.3%	-0.6%	-30.7	4.2%	-1.9	-1.8%	-2.1%	1.1%	3.3%	-5.4%
> O=C(Nc1cccc(Cl)c1)c1csc(-c2ccccc2)n1
→ ?	?	-7.0%	.	-14.8%	0.2	4.8%	-2.0%	5.6%	8.0%	1.0%
> C=CCN1C(=O)C2(OCCCO2)c2c(C)ccc(C)c21
→ 0.8%	-22.8%	2.0%	12.1	-1.6%	6.5	-6.3%	-2.5%	-12.0%	-8.5%	-0.5%[11.5 µM]
> CCC(C)NC(=O)C1CN(S(=O)(=O)c2ccccc2)CCN1S(=O)(=O)c1ccccc1 (stereo unspecified)
→ -3.3%	4.8%	?	-6.5	-0.5%	11.3	-0.5%	1.5%	-14.1%	-4.4%	-3.6%
> Cc1c(C(=O)N2CCC(C)CC2)sc2ncnc(N(C)c3ccccc3)c12
→ -21.7%	-11.0%	-2.1%	3.0	1.3%	-10.9	?	-0.2%	78.0%[activator]	-1.8%	-3.4%
> COc1c(C)cccc1C(=O)Nc1ccc(N2CCN(C(=O)c3ccccc3C)CC2)cc1
→ 1.5%	.	3.2%	-0.4	-2.0%	-10.5	?	4.6%	-3.7%	-6.6%	-0.6%
> COc1cc(OC)cc(-c2c(-c3cccs3)c3cc(-c4ccc5c(c4)OCO5)ccc3n2C)c1
→ 3.8%	.	-1.3%	2.1	87.4%	-33.4	-1.0%	.	.	-18.2%	.
> CCOc1ccc(/C=N/NC(=O)CN2CCCCC2)cc1OCC
→ 2.1%	-5.8%	-0.2%	-8.1	-0.7%	7.3	-12.6%	-3.3%	?	0.6%	-4.7%
> CC1Cc2ccccc2N1C(=O)c1ccnc(C(C)(C)C)c1 (stereo unspecified)
→ 3.4%	-18.5%	-1.9%	-13.1	-0.7%	16.8	-14.2%	1.9%	-0.7%	-5.6%	-10.4%
> CCCN(CCC)CCCNC(=O)C1c2cc(OC)c(OC)cc2C(=O)N(C)C1c1cccnc1 (stereo unspecified)
→ -11.3%	-1.4%	-9.8%	-1.5	-3.3%	4.5	2.2%	-0.7%	-10.1%	0.2%	-10.2%
> COc1ccc(NC(=O)/C(=C\c2ccco2)NC(=O)c2ccco2)cc1
→ -3.5%	-1.4%	-8.6%	-5.4	-3.6%	6.0	-13.9%	10.7%	12.5%	-23.6%	9.1%
> COc1ccc(-c2nc3ccncc3[nH]2)cc1OC
→ -5.1%	-17.2%	1.7%	-6.0	-0.9%	-4.9	-1.5%	0.0%	20µM*	-3.6%	-26.9%
> O=C(O)C(Oc1ccc2cc(-c3ccc(Cl)cc3)c(=O)oc2c1)c1ccccc1 (stereo unspecified)
→ 1.0%	?	1.2%	-1.0	i	-12.9	7.7%	1.2%	4.7%	-1.1%	0.0%
> CC1CCCC(C)N1CCCNC(=O)c1ccc2c(c1)NC(=O)c1ccccc1S2 (stereo unspecified)
→ 4.1%	?	1.9%	6.4	-3.4%	9.3	-0.4%	-0.7%	-2.0%	-4.4%	.
> COc1ccc(C(=O)NC(C(=O)NCc2ccccn2)C(C)C)cc1 (stereo unspecified)
→ -3.2%	-1.3%	5.4%	1.6	3.4%	-7.1	?	1.9%	-12.0%	-1.6%[15.4 µM]	0.1%
> CCCCCCSc1nc(O)c(C2OC(=O)c3c2ccc(OC)c3OC)c(=O)n1-c1ccccc1 (stereo unspecified)
→ -0.2%	17.7%	-2.2%	-16.6	-7.5%	-29.3	0.0%	1.0%	5.3%	7.5%	8.0%
> O=C(COc1ccc(Cl)cc1)N(Cc1ccccc1)c1ccccn1
→ 3.4%	-16.7%	-1.9%	-1.0	0.9%	-2.9	1.7%	0.4%	-1.5%	3.8%	3.1%
> COc1ccc(CNC(=O)c2ccccc2C(=O)O)cc1
→ -1.4%	10.1%	0.4%	1.4	3.7%	2.4	-0.1%	1.6%	-3.5%	1.4%	-0.9%
> Cc1ccc(C(CC(=O)O)NC(=O)CN2C(=O)c3ccccc3C2=O)cc1 (stereo unspecified)
→ 6.1%	-2.6%	3.3%	-25.3	28.3%	10.5	0.8%	-3.4%	16.2%	8.7%	.
> O=C(CCC(=O)Nc1cccc([N+](=O)[O-])c1)NCc1ccccc1
→ 2.3%	-1.5%	3.3%	1.1	3.3%	-4.9	?	5.1%	?	-4.4%	-6.5%[0.46 µM]
> COc1cccc2cc(C(=O)Nc3ccccc3C)/c(=N/O)oc12
→ -4.1%	?	-0.7%	3.1	0.3%	-30.7	?	-3.3%	-20.7%	-1.5%	.
> NCCN1CCN2C(=O)CN(C(=O)c3ccccc3)CC12 (stereo unspecified)
→ .	.	6.0%	-5.4	12.5%	5.0	1.5%	.	.	-8.2%	.
> CCN1C(=O)C(CC(=O)Nc2ccc(F)cc2)N(CCCN2CCN(c3ccc(F)cc3)CC2)C1=S (stereo unspecified)
→ 5.0%	?	-0.5%	3.5	-2.6%	-0.3	-1.2%	-0.3%	-7.5%	-11.0%	-1.2%
> Cc1ccc2c(c1)N(CC(=O)NC1CCCCC1)C(=O)c1cccnc1O2
→ 0.0%	5.0%	2.7%	-1.0	1.3%	5.9	3.8%	.	-1.4%	7.1%	1.1%
> O=C(N[C@@H]1C/C=C\C[C@H](CC(=O)N(CCO)Cc2ccccc2)C(=O)N[C@@H](Cc2ccccc2)COC1=O)OCC1c2ccccc2-c2ccccc21
→ .	.	1.4%	-2.2	-10.6%	-23.8	-1.5%	.	.	8.7%	.
> O=C(COc1ccc2ccccc2c1)NNC(=O)Nc1ccccc1F
→ 0.5%	.	0.6%	4.9	-1.4%	-2.4	5.5%	6.3%	13.8%	-11.6%	-17.0%
> OCC1(Cc2ccc(Cl)cc2)CCN(Cc2ccccc2F)CC1
→ 5.1%	-27.8%	1.2%	11.4	3.1%	-8.1	-0.2%	-0.1%	-6.6%	0.4%	0.2%
> Cc1nnc(SCC(=O)Nc2c(C)n(C)n(-c3ccccc3)c2=O)n1Cc1ccccc1
→ 1.1%	-2.8%	-0.5%	-3.1	-3.1%	3.3	2.0%	-0.5%	-7.8%	5.3%	1.4%
> Cn1c(=NC(=O)COc2ccccc2)sc2cc(F)cc(F)c21
→ 1.5%	.	-0.6%	1.1	7.0%	-5.8	?	-2.5%	.	1.2%	-2.6%
> Cc1cnc(C(=O)OCC(=O)N(Cc2ccccc2)C(C)C)cn1
→ 1.1%	9.2%	0.4%	8.2	0.0%	15.9	-0.2%	14.1%	1.8%	12.5%	-2.6%
> OCC1(CO)COC(c2ccccc2)=N1
→ -5.8%	-2.4%	3.6%	6.6	1.5%	5.0	?	0.8%	-3.9%	11.1%	-1.7%

This is a subset (hit frequency here may not be typical).
